# High-throughput results from PubChem BioAssay.
# LDHA block: qHTS assay for inhibitors of human lactate dehydrogenase | L-lactate dehydrogenase A chain (Homo sapiens), P00338 | purified LDHA, NADH/diaphorase-resazurin fluorescence; stronger effect = lower value | activity change, % (values are at about 110 or 230 µM) | hit rate 0.15% among 480,000 | AID 1347041, 2019; in the data active = activity change below about -30%; inconclusive = mostly about -25% to -30%;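 note: plate controls were DMSO wells for no effect and wells without enzyme for full effect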
#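 Human LDH5 at 2 nM final in Tris HCl pH 7.4 with 0.06 mM NADH and 0.2 mM pyruvate, reacted 5 minutes at room temperature. Remaining NADH coupled via diaphorase/resazurin; resorufin fluorescence read at 0 and 20 minutes, normalized to enzyme-free and DMSO wells.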
# Glioma ERSR ind: qHTS for Inducers of the Endoplasmic Reticulum Stress Response (ERSR) in Human Glioma: qHTS | U87-MG GRP78 promoter luciferase reporter, 16 h | Potency, µM, for inactives: at the top dose activation, hits mostly activators | hit rate 0.02% among 420,000 | AID 602332, 2012; note: potency is the fitted concentration of half-maximal effect; series mostly up to about 76 µM; % of control where 0% means no effect; nearly all actives have a fitted effect of over 35% in size
#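 ERSR induction read as luciferase luminescence (Bright-Glo, 10 min at room temperature) in stably transfected human U87-MG glioma cells exposed to compounds for 16 h, using GRP78 as sensor.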
# USP1-UAF1 inh: Inhibitors of USP1/UAF1: Primary Screen; Ubiquitin carboxyl-terminal hydrolase 1 (Homo sapiens), O94782; recombinant USP1/UAF1, Ub-Rhodamine cleavage fluorescence; Potency, µM (doses to about 57.1 µM), inactives show top-dose activity change, negative = inhibition, usual class: inhibitors; hit rate 0.23% among 390,000; note: potency is the fitted concentration of half-maximal effect; % is set by controls: 0 for no effect and ±100 for the full control effect; nearly all actives have a fitted effect of over 60% in size; inactives centre near -12
#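 USP1/UAF1 complex at 1 nM was preincubated with compound for 15 min at room temperature, then Ub-Rho substrate (150nM final) was added. Fluorescence (480/540 nm) was read kinetically, 6 reads every 60 seconds.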
# RXFP1 ag: qHTS Assay for Agonists of the Relaxin Receptor RXFP1; hit rate 0.3% among 370,000; Relaxin receptor 1 (Homo sapiens), Q9HBX9; HEK293T-RXFP1 cAMP TR-FRET, 30 min; response scale: percent of porcine relaxin response, buffer zero; Potency, µM (highest dose often 57.5 µM), inactives show at the highest dose activation, most hits filed as activators; note: potency is the fitted concentration of half-maximal effect; % is set by controls: 0 for no effect and ±100 for the full control effect; nearly all actives have a fitted effect of over 60% in size; many of its hits are not listed in these tables
# Target sequence (Q9HBX9 whole entry, looked up): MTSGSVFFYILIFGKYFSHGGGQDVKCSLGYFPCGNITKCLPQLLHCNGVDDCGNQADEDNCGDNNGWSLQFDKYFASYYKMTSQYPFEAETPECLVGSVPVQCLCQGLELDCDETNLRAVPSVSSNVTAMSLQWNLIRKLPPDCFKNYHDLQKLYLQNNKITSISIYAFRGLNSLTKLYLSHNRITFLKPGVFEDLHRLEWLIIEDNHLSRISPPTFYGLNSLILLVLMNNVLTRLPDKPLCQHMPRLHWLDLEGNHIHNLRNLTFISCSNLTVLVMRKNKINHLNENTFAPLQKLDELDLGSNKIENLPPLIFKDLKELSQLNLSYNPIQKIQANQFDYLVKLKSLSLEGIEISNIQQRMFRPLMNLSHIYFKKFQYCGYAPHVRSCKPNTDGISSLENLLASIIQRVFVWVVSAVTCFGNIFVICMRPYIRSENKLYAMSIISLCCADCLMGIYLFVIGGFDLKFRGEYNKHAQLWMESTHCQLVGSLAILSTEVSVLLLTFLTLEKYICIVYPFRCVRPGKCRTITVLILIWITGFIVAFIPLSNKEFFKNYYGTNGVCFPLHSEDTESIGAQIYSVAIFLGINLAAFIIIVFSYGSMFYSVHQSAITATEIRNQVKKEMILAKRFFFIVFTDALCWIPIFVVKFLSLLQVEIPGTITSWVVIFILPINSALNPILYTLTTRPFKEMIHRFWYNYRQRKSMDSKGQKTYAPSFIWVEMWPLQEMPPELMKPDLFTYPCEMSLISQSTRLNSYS
#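 HEK293T cells stably expressing RXFP1 were pretreated with the PDE4 inhibitor Ro 20174, exposed to compounds for 30 min at 37C, lysed, and cAMP was read by TR-FRET. Data normalized to buffer (basal) and 29 nM porcine relaxin (100%).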
# PI4K2A inh: qHTS for small molecular inhibitors of PI4K2A; Phosphatidylinositol 4-kinase type 2-alpha (Homo sapiens), Q9BTU6; purified PI4K2A, ADP-Glo luminescence, 1 h; stronger effect = lower value; activity change, negative = inhibition, % at 76.9 µM; hit rate 0.13% among 420,000; AID 1346378, 2018; in the data active = activity change below about -50%; inconclusive = mostly about -30% to -49%;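 note: -100% = wells without enzyme as full effect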
#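 ADP-Glo luminescence measured ADP generated by PI4K2A enzyme (4 ug/mL before mixing) with 1.2 mM PI substrate (pre-mix) and 300 microM ATP (pre-mix). Tris pH7.5 buffer with MgCl2, Triton X-100; 1 h reaction at ambient temperature.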
# TrxR1 substrate: qHTS Assay for Substrates of Mammalian Selenoprotein Thioredoxin Reductase 1 (TrxR1): qHTS | purified TrxR1 substrate turnover, NADPH consumption readout | Potency, µM (highest dose often 114 µM), for inactives: at the highest dose activity change, negative = substrate turnover | hit rate 0.01% among 390,000; note: potency is the fitted concentration of half-maximal effect; % is set by controls: 0 for no effect and ±100 for the full control effect; nearly all actives have a fitted effect of over 50% in size
#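 Rat TrxR1, dispensed at 90 nM, was prereduced with 400 uM NADPH (final) for 5 min at ~22 deg C, then incubated with compound 15 min before 400 uM selenite. A first-read NADPH fluorescence drop versus no-compound background flagged substrates.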
# Vif-A3F inh: qHTS for Inhibitors of Vif-A3F Interactions: qHTS | Potency, µM (highest dose often 46.1 µM), for inactives: top-dose activity, negative = active | hit rate 0.2% among 390,000 | HeLa A3F-eYFP + Vif (tagged APOBEC3F with the HIV-1 protein that degrades it), YFP fluorescence increase; note: potency is the fitted concentration of half-maximal effect; % of control where 0% means no effect; nearly all actives have a fitted effect of over 65% in size
#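 HeLa cells stably expressing Vif plus C-terminally eYFP-tagged A3F were seeded, incubated overnight at 37 deg C, dosed with compound, incubated overnight again at 37 deg C. Yellow fluorescence (Ex 488/Em 500-530) reported blocked Vif-mediated A3F-eYFP degradation.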
# Vif-APOBEC3G blk: qHTS for Inhibitors of Vif-A3G Interactions: qHTS; DNA dC->dU-editing enzyme APOBEC-3G (Homo sapiens), Q9HC16; HeLa A3G-eYFP + Vif (tagged APOBEC3G with the HIV-1 protein that degrades it), YFP fluorescence, overnight; Potency, µM (titrated, usually from 46.1 µM), for the others: top-dose activity, negative = active, actives largely listed as inhibitors; hit rate 0.076% among 410,000; AID 602310, 2012;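 note: potency is the fitted concentration of half-maximal effect; % is set by controls: 0 for no effect and ±100 for the full control effect; nearly all actives have a fitted effect of over 60% in size; hits raise eYFP signal because A3G escapes Vif-driven loss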
#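 HeLa cells stably expressing Vif and C-terminally eYFP-tagged A3G, seeded overnight at 37 deg C, then exposed to compound by pintool overnight at 37 deg C. Rise in yellow fluorescence (Ex 488/Em 500-530, Acumen) marks blocked Vif-driven A3G degradation.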
# IDH1 R132H inh: qHTS for Inhibitors of mutant isocitrate dehydrogenase 1 (IDH1): qHTS; Isocitrate dehydrogenase [NADP] cytoplasmic (Homo sapiens), O75874; IDH1-R132H enzyme, NADPH consumption, diaphorase/resazurin fluorescence; Potency, µM (titrated, usually from 76.6 µM), inactives show at the top dose activity change, negative = inhibition, usual class: inhibitors; hit rate 0.093% among 390,000; note: potency is the fitted concentration of half-maximal effect; % is set by controls: 0 for no effect and ±100 for the full control effect; nearly all actives have a fitted effect of over 65% in size
#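 IDH1-R132H (0.5 ug/mL) preincubated 30 min with compound, then NADPH (0.016 mM) and alpha-KG (2 mM) added; 80 min at RT, pH 7.5. Remaining NADPH coupled via diaphorase/resazurin to fluorescence (540/590 nm); concentration-response curves normalized to no-enzyme control.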
# * = called active by the depositor; ? = inconclusive; . = no result given; & = joins results of further samples; [ ] = dose if it differs, or a comment. Unless noted, calls come from the whole dose curve; as a rule, active = well fitted curve in the direction sought with a large enough effect; inconclusive = small, poorly fitted or top-dose-only effect, or another doubt; inactive = no such curve, though single readings can be large; an effect the other way counts as inactive or inconclusive. Some of the compounds tested. The share of hits here may be higher or lower than overall.
SMILES,LDHA block,Glioma ERSR ind,USP1-UAF1 inh,RXFP1 ag,PI4K2A inh,TrxR1 substrate,Vif-A3F inh,Vif-APOBEC3G blk,IDH1 R132H inh
COc1ccc(-c2csc(N)n2)cc1,-1,3%,0%,-0.1%,2,-3%,-11%,-3%,-1%
COc1ccc(CCNC(=O)C(=O)NCC2OCCN2S(=O)(=O)c2ccc3c(c2)OCCO3)cc1 (stereo not drawn),-6,-5%,-1%,0.2%,0,-3%,-5%,0%,-4%
Nc1nnc(Cc2ccc(Cl)cc2Cl)s1,-4,-6%,-14%,2.1%,-4,9%[57.1 µM],3%,-3%,-1%
CSCCC(NS(=O)(=O)c1ccc(C)cc1)C(=O)NC1CCCCC1 (stereo not drawn),0,-2%,-19%,0.3%,-1,1%,-2%,1%,-11%
O=C(CSc1nnnn1C1CCCCC1)N1c2ccccc2Sc2ccccc21,0,-3%,-22%,0.4%,-6,1%,-1%,0%,6%
O=c1[nH]c2ccc(NC(=S)Nc3ccccc3Cl)cc2[nH]1,-11,-2%,-5%,0.2%,1,9%[57.1 µM],-18%,0%,1%
c1ccc(CNc2c3ccccc3nc3ccccc23)cc1,-11,-3%,-15%,1.5%,-3,3%,-12%,1%,9%
CC1CC(C)CN(S(=O)(=O)c2ccc(C(=O)NCc3ccc4c(c3)OCO4)cc2)C1 (stereo not drawn),6,-1%,-12%,3.0%,0,-6%,-1%,0%,1%
CC(C)OCCCNC(=O)c1ccc(Br)cc1,0,5%,-14%,-1.7%,7,0%,-11%,-2%,-8%
CC(Oc1ccc(Cl)cc1)C(=O)N(C)CC(=O)Nc1ccc(N2CCOCC2)cc1 (stereo not drawn),0,-5%,-8%,-0.5%,2,-9%,-3%,-1%,11%
COc1cc2c(cc1OC)C1(CCCC1)CNC2C (stereo not drawn),-5,-3%,2%,-2.5%,0,1%,-3%,-3%,2%
O=[N+]([O-])c1cc(C(F)(F)F)ccc1SCC(O)CO (stereo not drawn),0,0%,-17%,0.4%,-6,-5%[57.1 µM],-1%,-1%,7%
CO[C@@]1(NC(=O)C2SC(=C(C(N)=O)C(=O)O)S2)C(=O)N2C(C(=O)O)=C(CSc3nnnn3C)CS[C@@H]21 (stereo partly drawn),-6,-3%,8%,-0.7%,-12,-9%,5%,1%,-4%
c1ccc2c(-c3csc(-c4ccncc4)n3)c[nH]c2c1,-1,3%,-26%,4.9%,7,-1%,-21%,-27%,10%
CCOC(=O)C1=C(CC)Nc2ccccc2N=C1NC(=O)CCN1C(=O)C2CCCCC2C1=O (stereo not drawn),-2,5%,-3%,0.6%,9,-14%[57.1 µM],1%,2%,7%
COc1cccc(CNC(=O)CCS(=O)(=O)c2cc3c(cc2C)NC(=O)CO3)c1,-3&0,1%&-2%,-18%&-30%,3.2%&4.2%,-5&12,1%[57.1 µM],4%&-3%,2%&-2%,13%&4%
Nc1ccc(S(=O)(=O)c2ccc(N)c(N)c2)cc1,-3,-1%,-11%,3.9%,0,-2%,4%,0%,-3%
CC1CCCCN1S(=O)(=O)c1ccc(C(=O)Nc2ccccc2-c2nc3ccccc3s2)cc1 (stereo not drawn),-9,-1%,-12%,1.9%,0,10%,1%,-1%,-9%
O=C(CCCC(=O)N/N=C/c1ccccc1C(=O)O)N/N=C/c1ccccc1C(=O)O,-2,-3%,-23%,0.2%,0,2%,0%,0%,-2%
Cc1onc(-c2c(F)cccc2Cl)c1C(=O)NC(C)c1ccccc1 (stereo not drawn),-4,-4%,-25%,-5.1%,4,-8%,-10%,-1%,0%
Cc1cc(Br)ccc1NCc1ccccn1,-23,1%,-4%,0.0%,-1,7%[57.1 µM],-2%,-6%,8%
CCOC(=O)c1cc(-c2ccccc2)n(CCC(=O)NCc2ccccc2Cl)c1C,-4,-4%,3%,0.0%,0,2%[57.1 µM],0%,2%,-13%
COc1ccc(C(=O)Nc2ccc3[nH]ncc3c2)cc1,5,0%,-6%,8.1%,-17,-1%,0%,0%,1%
CN(C)S(=O)(=O)N1CCN(c2cc(Cl)ccc2Cl)CC1,-2,-2%,-12%,4.6%,7,3%[57.1 µM],-8%,2%,5%
CCCCN1CC(=O)N2[C@H]3c4ccccc4OC[C@@H]3[C@H](C(=O)OCC)[C@]2(C)C1=O,-17,0%,-19%,.,-2,5%[57.1 µM],-3%,0%,4%
# Going on with the list.
SMILES,LDHA block,Glioma ERSR ind,USP1-UAF1 inh,RXFP1 ag,PI4K2A inh,TrxR1 substrate,Vif-A3F inh,Vif-APOBEC3G blk,IDH1 R132H inh
COc1cccc(-n2ccnc2SCC(=O)Nc2cccc3ccccc23)c1,-11,-3%,-13%,-0.7%,-8,-9%[57.1 µM],-9%,0%,22%
CC(C)Cc1nnc(NC(=O)CSc2nc(O)c(-c3ccccc3)c(=O)[nH]2)s1,-2,0%,-11%,0.6%,-8,-5%[57.1 µM],-4%,0%,6%
CN(C)C(=O)c1c(NC(=O)c2ccco2)sc2c1CCCCC2,1,-15%,-8%,1.8%,-9,-4%,.,-1%,1%
O=C(C1CCCC1)N1CCC(CC2CC(c3ccc(Cl)cc3)=NO2)(C(=O)NCC2CCCCC2)CC1 (stereo not drawn),4,-2%,?,2.4%,-1,3%,0%,6%,8%
CC(/C=N/NC(=O)c1cc(-c2ccc3ccccc3c2)n[nH]1)=C\c1ccco1,-1,7%,-13%,1.0%,-8,-1%,-3%,?,5%
CN(C)c1ccc(CNC(=O)c2ccc3nc(Cc4ccccc4)oc3c2)cc1,2,-5%,-23%,-0.9%,-4,-2%[57.1 µM],2%,-4%,-4%
CC1CCCC(C)N1/N=C/c1ccc(O)cc1 (stereo not drawn),-1,-2%,-28%,-1.4%,0,1%,-11%,4%,7%
O=C(c1cnc(N2CCCCC2)c2ccccc12)N1CCN(c2ccc(Cl)cc2)CC1,-2,-6%,?,-0.3%,-1,2%[57.1 µM],-7%,3%,-14%
O=C(Nc1ccccc1O)c1cc(S(=O)(=O)N2CCOCC2)ccc1Cl,-6,2%,-15%,1.8%,8,-8%,9%,-5%,4%
CCC(=O)N1CCC1(C)C(=O)Nc1cccc2cccnc12 (stereo not drawn),-14,-3%,.,.,-3,.,.,2%,.
COc1ccc(-c2nnc(SCc3ccc(C(=O)O)cc3)n2N)cc1,-7,-4%,-4%,0.1%,-4,-6%,1%,-1%,1%
CCC(=O)N(C(=O)CC)N1CCN(c2ccncc2S(=O)(=O)N2CCCCC2)CC1,-1,-5%,-12%,1.5%,3,-3%,-1%,-3%,1%
O=C1c2cccc3cccc(c23)C(=O)N1c1nncs1,-6,-1%,-13%,2.4%,4,30%,3%,1%,-1%
O=C(c1cccc(F)c1)N1CCN(C(=O)c2cc(-c3ccc(Cl)cc3Cl)on2)CC1,1,9%,-17%,-0.6%,-8,-3%,-3%,2%,-1%
COC(=O)C(Cc1ccccc1)N1CCS(=O)(=O)CC1 (stereo not drawn),-5,3%,-12%,1.4%,1,4%[57.1 µM],12%,1%,8%
Cc1ccc(S(=O)(=O)Nc2cccc(C(=O)NCCCN3CCOCC3)c2)cc1F,-4,-4%,-1%,0.0%,-1,-4%,-5%,-1%,2%
Cc1ccc(NC(=O)c2ccccc2OCC(=O)c2ccc(F)cc2)cc1,-11,-2%,-5%,-1.3%,0,-3%,-5%,1%,1%
FC(F)(F)c1cc(CCN2CCNC[C@H]2Cc2cccc3ccccc23)cc(C(F)(F)F)c1,5,-10%,-23%,1.7%,1,3%,2%,1%,12%
Cc1ccc(C)c(NC(=O)Cn2cc(S(=O)(=O)NC(C)C)c(S(=O)(=O)NC(C)C)c2)c1,-3,2%,-4%,-4.5%,-3,4%,3%,-3%,1%
O=C1OCCC1Sc1nc2ccccc2c(=O)n1Cc1ccc(F)cc1 (stereo not drawn),-6,20%,-7%,0.0%,3,-2%,-1%,4%,-4%
O=C(NC(=O)c1ccccc1)NC(=O)c1ccccc1,-3,5%,-2%,0.9%,7,7%[57.1 µM],9%,-2%,3%
Cc1cc(S(=O)(=O)Nc2c(C)nc3nc[nH]n3c2=O)ccc1F,-9,1%,-17%,-2.3%,-4,4%[57.1 µM],7%,3%,17%
N=c1oc2cc(O)ccc2cc1C(=O)Nc1ccc(Cl)cc1,0,6%,-32%,3.9%,2,29%,0%,-9%,-10%
CC(=O)Nc1ccc(S(=O)(=O)Nc2cc(C)cn(Cc3ccccc3)c2=O)cc1,27,-4%,-3%,-1.8%,-14,4%[57.1 µM],22µM*,-14%,2%
